HePTP inh: blocks human HePTP tyrosine phosphatase; recombinant HePTP phosphatase activity, OD absorbance; inhibition, % at 20 µM; AID 521; hit rate 0.64% among 110,000; P35236; in the data active means inhibition above about 50%;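 further: plate controls were vehicle for no effect and reference inhibitor for full effect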
Target sequence (P35236 whole entry, looked up): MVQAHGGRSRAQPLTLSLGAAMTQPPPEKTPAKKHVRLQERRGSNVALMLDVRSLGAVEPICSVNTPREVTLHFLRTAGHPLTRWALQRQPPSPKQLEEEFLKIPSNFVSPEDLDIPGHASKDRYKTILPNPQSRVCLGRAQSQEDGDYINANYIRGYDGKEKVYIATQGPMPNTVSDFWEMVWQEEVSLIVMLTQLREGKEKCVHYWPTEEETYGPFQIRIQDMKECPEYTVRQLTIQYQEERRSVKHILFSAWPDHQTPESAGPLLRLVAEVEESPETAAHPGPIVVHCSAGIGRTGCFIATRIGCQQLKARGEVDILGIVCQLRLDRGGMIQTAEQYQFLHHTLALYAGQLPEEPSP
BAP1 block: blocks human BAP1 ubiquitin-AMC hydrolysis. recombinant BAP1, Ub-AMC hydrolysis fluorescence kinetic; hits give low values. Q92560. AID 436. hit rate 0.48% among 72,000. activity remaining (% of control), % at 20 µM;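 active means activity remaining at or below 50% of control, provided the compound also passes the data quality filters; inactive means the rest, including low values that fail the filters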;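 further: 100% = DMSO wells rate and 0% = substrate alone blank rate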
Target sequence (Q92560 whole entry, looked up): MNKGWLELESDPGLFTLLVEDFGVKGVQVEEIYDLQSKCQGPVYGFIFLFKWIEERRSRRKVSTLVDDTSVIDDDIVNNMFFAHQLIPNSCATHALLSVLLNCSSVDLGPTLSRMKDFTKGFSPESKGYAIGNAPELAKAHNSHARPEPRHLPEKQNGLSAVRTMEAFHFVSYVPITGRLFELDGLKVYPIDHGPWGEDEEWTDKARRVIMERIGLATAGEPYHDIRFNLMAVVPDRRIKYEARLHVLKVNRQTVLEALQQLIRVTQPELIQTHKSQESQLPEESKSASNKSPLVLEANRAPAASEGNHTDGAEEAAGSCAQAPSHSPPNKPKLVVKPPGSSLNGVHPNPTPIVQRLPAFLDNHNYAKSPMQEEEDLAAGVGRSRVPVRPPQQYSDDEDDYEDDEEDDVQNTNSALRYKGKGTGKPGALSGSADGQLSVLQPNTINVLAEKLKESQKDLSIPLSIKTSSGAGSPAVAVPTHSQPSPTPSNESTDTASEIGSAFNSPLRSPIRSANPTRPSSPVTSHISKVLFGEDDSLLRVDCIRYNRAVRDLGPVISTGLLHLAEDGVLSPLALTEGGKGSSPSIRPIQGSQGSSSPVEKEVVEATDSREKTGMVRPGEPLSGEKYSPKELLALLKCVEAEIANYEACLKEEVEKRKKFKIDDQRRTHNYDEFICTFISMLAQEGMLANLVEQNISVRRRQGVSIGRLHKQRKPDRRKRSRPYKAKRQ
* marks the source's active call; other numbers are inactive results; . = not tested or not shown; & = joins results of further samples.

SMILES	HePTP inh	BAP1 block
CC1CCCCC1NC(=O)CSc1nc2ccccc2c(=O)n1Cc1ccco1 (stereo not drawn)	9	55
COc1ccc(-n2c(SCC(=O)NCc3cccs3)nnc2-c2ccoc2C)cc1	-3	92
CCn1nc(CC(=O)Nc2nnc(CC(=O)N3CCCC3)s2)c2ccccc2c1=O	3	.
CCOc1ccc(C2N(c3ccc(F)cc3)C(=O)C3CCCN32)cc1 (stereo not drawn)	1	84
CCn1c(-c2ccc(N(C)C)cc2)nc2ccccc21	3	63
N/C(=N\OC(=O)COc1ccc(Br)cc1)c1ccc(Cl)cc1	2	.
O=C(C1CC1)N1CCc2cc(S(=O)(=O)NC3CCN(Cc4ccccc4)CC3)ccc21	3	104
COc1ccc(Cn2c(NCCO)nc3c2c(=O)n(C)c(=O)n3C)cc1	.	103
Cc1cc(C(=O)CSCCCn2c(=O)[nH]c3ccccc32)c(C)n1C	0	87
O=C(CN(Cc1ccccc1)S(=O)(=O)c1ccccc1)N/N=C/c1ccc(Cl)cc1	-3	.
COc1cc(OC)cc(C(=O)NCC(=O)N2CCCCC2)c1	9	128
CCCCn1nnnc1NCc1cc(OC)c(OC)c(OC)c1	5	93
COc1ccc2c(c1)c1ncn(Cc3ccco3)c(=O)c1n2C	-4	.
O=c1c(-c2ccccc2)coc2cc(OCc3ccccc3Cl)ccc12	-5	.
CCOc1cc(OCC)cc(C(=O)Nc2ccc(C(C)CC)cc2)c1 (stereo not drawn)	-6	.
C(=NC1=NN(c2ccccc2)CC1)N1CCCCC1	-11	.
CC(=O)NC12CC3CC(C1)CC(C(=O)OCC(=O)Nc1ncc(Cl)c(C)c1Cl)(C3)C2	18	118
CS(=O)(=O)N(CC(=O)Nc1cccc(C(F)(F)F)c1)c1cccc(Cl)c1	5	.
O=C(NC1CC1)c1ccc(C2SCC(=O)N2Cc2ccccc2)cc1 (stereo not drawn)	12	.
COc1ccc(CC(=O)Nc2sc3c(c2C#N)CCCC3)cc1	-4	.
COc1ccccc1NC(=O)CC1C(=O)NCCN1C(=O)Nc1ccc(Cl)c(Cl)c1 (stereo not drawn)	-2	116
COc1ccccc1NC(=O)CN1CCC(n2c(C)nc3cc(F)ccc32)CC1	-2	106
COc1ccc(/C=C2/SC(=O)NC2=O)c2ccccc12	2	.
O=C(Nc1ccc(I)cc1Cl)c1cccs1	-3	.
Cc1ccc(-c2ccc(C(=O)C(F)(F)F)[nH]2)cc1	.	149
O=C1c2ccc3c4c(ccc(c24)C(=O)N1CCOc1ccccc1Cl)CC3	12	.
CCCn1c(SCC(=O)NCc2ccco2)nnc1C(C)C	2	107
COC(=O)CCC(=O)Nc1cccc(Cl)c1	4	96
O=C(Nc1cccc(NC(=O)c2ccccc2Br)c1)c1cccc(Br)c1	-3	.
COC(=O)C1=C(C(=O)OC)SC(=C2C(=S)C(C)(C)N(C(=O)Cc3ccccc3)c3c(OC)cccc32)S1	1	.
COc1cccc(-c2cc(C(=O)N3CCCCCC3)no2)c1	11	87
CC(=O)c1c(C)nc(-c2ccccc2)nc1NC(=O)C(C)C	13	.
Cc1cccnc1N1C(=O)C2C3c4ccccc4C(C)(c4ccccc43)C2C1=O (stereo not drawn)	1	.
Cc1cc(C)c(C#N)c(SCC2COc3ccccc3O2)n1 (stereo not drawn)	4	81
CC(=O)c1c(C)nc2nonc2c1N	5	90
CSc1cccc(NC(=O)CN(c2ccc(C)cc2C)S(C)(=O)=O)c1	0	85
COc1cccc(N(CC(=O)Nc2cccc(Br)c2)S(=O)(=O)c2ccccc2)c1	1	.
Oc1ccccc1-c1cc(C(F)(F)F)nc(-c2ccccc2)n1	2	.
Cc1ccc(-c2nc(-c3cc4cc([N+](=O)[O-])cc(Br)c4oc3=O)cs2)c(C)c1	7	.
Cc1cccc(NC(=O)C2CC(=O)N(c3ccc(Br)cc3)C2)n1 (stereo not drawn)	7	.
Cc1ccc(OC(=O)c2ccc(C)c(S(=O)(=O)N3CCOCC3)c2)c(-n2nc3ccccc3n2)c1	.	70
CCC(Sc1nc(=O)cc(N)n1-c1ccccc1)C(=O)Nc1cc(C)on1 (stereo not drawn)	10	97
COc1cccc(CN2CCN(C3CCN(Cc4ccccc4)CC3)CC2)c1	-4	.
Cc1cc(-n2c(=O)c(C#N)cc3c(=O)n4cccc(C)c4nc32)no1	4	591
CC1=C(C(=O)OCCc2ccccc2)C(c2ccc([N+](=O)[O-])s2)NC(=O)N1C (stereo not drawn)	-3	.

At a glance, 23 of the compounds above.
SMILES	HePTP inh	BAP1 block
COc1ccc(CC(=O)Nc2sc3c(c2C#N)CCCC3)cc1	-4	.
COc1ccccc1NC(=O)CC1C(=O)NCCN1C(=O)Nc1ccc(Cl)c(Cl)c1 (stereo not drawn)	-2	116
COc1ccccc1NC(=O)CN1CCC(n2c(C)nc3cc(F)ccc32)CC1	-2	106
COc1ccc(/C=C2/SC(=O)NC2=O)c2ccccc12	2	.
O=C(Nc1ccc(I)cc1Cl)c1cccs1	-3	.
Cc1ccc(-c2ccc(C(=O)C(F)(F)F)[nH]2)cc1	.	149
O=C1c2ccc3c4c(ccc(c24)C(=O)N1CCOc1ccccc1Cl)CC3	12	.
CCCn1c(SCC(=O)NCc2ccco2)nnc1C(C)C	2	107
COC(=O)CCC(=O)Nc1cccc(Cl)c1	4	96
O=C(Nc1cccc(NC(=O)c2ccccc2Br)c1)c1cccc(Br)c1	-3	.
COC(=O)C1=C(C(=O)OC)SC(=C2C(=S)C(C)(C)N(C(=O)Cc3ccccc3)c3c(OC)cccc32)S1	1	.
COc1cccc(-c2cc(C(=O)N3CCCCCC3)no2)c1	11	87
CC(=O)c1c(C)nc(-c2ccccc2)nc1NC(=O)C(C)C	13	.
Cc1cccnc1N1C(=O)C2C3c4ccccc4C(C)(c4ccccc43)C2C1=O (stereo not drawn)	1	.
Cc1cc(C)c(C#N)c(SCC2COc3ccccc3O2)n1 (stereo not drawn)	4	81
CC(=O)c1c(C)nc2nonc2c1N	5	90
CSc1cccc(NC(=O)CN(c2ccc(C)cc2C)S(C)(=O)=O)c1	0	85
COc1cccc(N(CC(=O)Nc2cccc(Br)c2)S(=O)(=O)c2ccccc2)c1	1	.
Oc1ccccc1-c1cc(C(F)(F)F)nc(-c2ccccc2)n1	2	.
Cc1ccc(-c2nc(-c3cc4cc([N+](=O)[O-])cc(Br)c4oc3=O)cs2)c(C)c1	7	.
Cc1cccc(NC(=O)C2CC(=O)N(c3ccc(Br)cc3)C2)n1 (stereo not drawn)	7	.
Cc1ccc(OC(=O)c2ccc(C)c(S(=O)(=O)N3CCOCC3)c2)c(-n2nc3ccccc3n2)c1	.	70
CCC(Sc1nc(=O)cc(N)n1-c1ccccc1)C(=O)Nc1cc(C)on1 (stereo not drawn)	10	97

Next section.
SMILES	HePTP inh	BAP1 block
CC(=O)OC1CCC2(C)C(=CCC3C2CCC2(C)C3CC3CC=CCC32C(C)=O)C1 (stereo not drawn)	-8	.
Brc1ccc(CN2C3=NCCN3c3ccccc32)cc1	.	122
COc1ccc(C2(O)CCN(CCCCOc3ccccc3)CC2)cc1	5	101
Cc1ccnc(NC(=O)CSc2nc3ccccc3[nH]2)c1	10	.
COc1ccc(C2CC(O)(C(C)(C)O)NO2)cc1 (stereo not drawn)	4	91
COC(=O)c1ccccc1NC(=O)N1CCN(C/C=C/c2ccccc2)CC1	3	84
CCn1c(COc2ccccc2C)nnc1SCC(=O)CC(=O)Nc1ccccc1	4	94
OCCN1CCN(c2ncnc3ccc(Br)cc23)CC1	-5	83
COc1ccc(-c2cc(C(=O)NC34CC5CC(CC(C5)C3)C4)c3ccccc3n2)cc1OC	7	.
COCCNC(=O)CN1C(=O)COc2ccc(Cl)cc21	-14	92
O=C(Cc1cccs1)NCc1cccs1	3	81
CCOC(=O)c1c(NC(=O)c2cccc(F)c2)sc(C(=O)Nc2ccc(OC)cc2OC)c1C	9	.
COc1cccc(NC(=O)C(=O)NCC(C)C)c1	-2	.
COc1cc(C(=O)Nc2ccc3oc(-c4ccc5ccccc5c4)nc3c2)cc(OC)c1OC	-7	.
Cc1ccc(S(=O)(=O)Oc2ccccc2/C=C2\SC(N)=NC2=O)cc1	1	.
O=S(=O)(c1cccc2cccnc12)N1CCN(C/C=C/c2ccccc2)CC1	-5	.
CC(=O)c1ccc(NC(=O)/C=C/c2ccc(C(C)C)cc2)cc1	-1	.
CCOc1nc(C)ccc1-c1noc(-c2ccncc2)n1	7	120
CC1(C)CC(=O)c2cnc(NC(=O)/C=C/c3cccc([N+](=O)[O-])c3)nc2C1	-10	.
COc1cc2cc(CN(C(=O)Nc3ccccc3)C3CCCC3)c(=O)[nH]c2cc1OC	8	59
CCOc1ccc(NC(=O)N2CC=C(n3c(=O)[nH]c4ccccc43)CC2)cc1	0	93
CCOc1ccc(C2CC(c3ccc(Br)cc3)Nc3nc(N)nn32)cc1 (stereo not drawn)	-5	126
O=C(Nc1cccnc1)c1cccc(S(=O)(=O)N2CCOCC2)c1	3	130&67
CC(=O)C1=C(C)NC(SCC(=O)c2ccc(F)cc2)=C(C#N)C1c1ccco1 (stereo not drawn)	0	87
Cc1cc(NC(=O)CSc2ccc3c(c2)OCCO3)no1	-3	105
Cc1cc(C)n(Cc2ccccc2Cl)n1	0	78
Cn1c(NC(=O)c2ccc(Cl)cc2)nc2ccccc21	-7	.
O=C(NCCN1CCN(C(=O)c2ccc([N+](=O)[O-])cc2)CC1)C(=O)Nc1ccc(Cl)cc1	8	.
CC(C)n1c(SCC(=O)Nc2ccccc2N2CCCCC2)nc2c1c(=O)n(C)c(=O)n2C	7	89
O=C(CN1CCOc2ccccc21)NCc1ccco1	-4	91
Cc1onc(-c2c(F)cccc2Cl)c1C(=O)Nc1nnc(C2CC2)s1	7	99
Brc1ccc(-c2nc(-c3ccccc3)no2)cc1	6	.
CCOC(=O)CSc1n[nH]c(-c2ccco2)n1	7	92
O=C(NCc1ccccc1Cl)C1CCCN(S(=O)(=O)c2cnc[nH]2)C1 (stereo not drawn)	-11	90
O=C(O)c1ccc(NS(=O)(=O)c2cc(C(=O)O)ccc2Br)cc1	-9&8	83
O=c1c(-c2nc3ccccc3s2)coc2cc(OCc3ccc([N+](=O)[O-])cc3)ccc12	-14	.
CN(C)c1ccc(/C=C(/C#N)C(=O)Nc2cccc(Br)c2)cc1	-3	.
O=C(O)c1cc(N2C(=O)c3ccccc3C2=O)cc(N2C(=O)c3ccccc3C2=O)c1	.	64
Oc1ccc(Br)cc1CN1CCN(Cc2ccco2)CC1	5	.
COc1ccc(CC(c2nc3ccccc3[nH]2)C(C)c2nc3ccccc3[nH]2)cc1 (stereo not drawn)	7	.
Cc1cc(/C=C2/NC(=O)NC2=O)c(C)n1-c1ccc(Br)cc1	-17	.
O=C(CN1C(=O)COc2ccccc21)N1CCN(c2ccccc2F)CC1	6	90
CCN(CC)S(=O)(=O)c1ccccc1/C=N\O	-3	100
CCCCOc1ccc(CN2CCC(O)CC2)cc1	5	102
COCCn1c(=O)[nH]c2cc(C(=O)NCC3CCCO3)ccc2c1=O (stereo not drawn)	7	.

Some of these compounds in order of their number in HePTP inh, largest number first.
SMILES	HePTP inh	BAP1 block
O=C(CN1C(=O)COc2ccccc21)N1CCN(c2ccccc2F)CC1	6	90
CCN(CC)S(=O)(=O)c1ccccc1/C=N\O	-3	100
Cc1cc(/C=C2/NC(=O)NC2=O)c(C)n1-c1ccc(Br)cc1	-17	.

Further compounds.
SMILES	HePTP inh	BAP1 block
CC1(C)CC(=O)C2=C(C1)Nc1ccc3ccccc3c1C2c1ccccc1F (stereo not drawn)	7	.
C=CCn1c(N)c(C(=O)NCC2CCCO2)c2nc3ccccc3nc21 (stereo not drawn)	9	358
O=C1CSC(c2ccc3c(c2)OCO3)N1c1ccc(Cl)c(Cl)c1 (stereo not drawn)	12	.
CCOc1c(Cl)cc(/C=C2\C(=O)NC(=O)N(c3cc(C)cc(C)c3)C2=O)cc1OC	5	.
O=[N+]([O-])c1ccc(S(=O)(=O)NCCc2nc3ccccc3[nH]2)cc1	8	.
COC(=O)c1sc(NC(=O)c2ccoc2C)nc1C	12	90
Cc1nonc1N=Cc1ccccc1O	5	.
Cc1ccccc1NC(=O)C(=O)NCc1ccncc1	5	.
CN(C)c1ccc(P(=O)(OCc2ccccc2)C(O)c2cccnc2)cc1 (stereo not drawn)	-1	93
Cc1sc(NC(=O)c2ccco2)c(C(c2ccncc2)N2CCOCC2)c1C (stereo not drawn)	-2	64
COc1ccc(NC(=O)C2CC(=O)N(c3cccc(C)c3C)C2)cc1 (stereo not drawn)	7	97
COC(=O)c1c(NC(=O)c2ccc([N+](=O)[O-])c(C)c2)sc2c1CCCCCC2	-14	.
COc1ccc(OCC(O)Cn2c(Br)nc3c2c(=O)[nH]c(=O)n3C)cc1 (stereo not drawn)	10	94
CCCCn1c(=O)c(C(=O)OCC)c(O)c2ccccc21	5	121
CCOc1ccc(N(CC(=O)NCC(C)c2ccccc2)S(=O)(=O)c2ccccc2)cc1 (stereo not drawn)	2	.
CCN(CC)CC(=O)N(C)c1c(N)n(C)c(=O)[nH]c1=O	.	53
O=[N+]([O-])c1ccc(NCCCN2CCOCC2)c(C(F)(F)F)c1	0	.
Cc1ccc2nsnc2c1NC(=O)c1ccccc1[N+](=O)[O-]	8	.
COc1ccc(NC(=O)c2ccc(N(Cc3ccc(Cl)cc3)S(C)(=O)=O)cc2)cc1OC	-4	.
COC(=O)c1cn(C(=O)OC)c2ccccc12	9&8	90
Cc1nn(C(=O)c2cccnc2)c(C)c1C	-9	101
Cc1nnc(NC(=O)Nc2cccc(Cl)c2)s1	1	106
COc1ccc(-n2c(Cc3cc(=O)[nH]c(=O)[nH]3)nnc2SCc2ccccc2)cc1	4	103
COc1cc([N+](=O)[O-])ccc1-c1ccc(/C=C2\C(=O)NN(c3ccccc3)C2=O)o1	1	.
Cc1ccc(C)n1NC(=O)c1ccccc1Cl	8	134
O=C(O)CC1CCC(=C(Cl)Cl)C1 (stereo not drawn)	-14	100
COc1ccc(CN2CCN(C3CCN(Cc4ccccc4)CC3)CC2)cc1	-7	.
O=C(CC1OC(=O)c2ccccc21)c1ccc(I)cc1 (stereo not drawn)	0	96
CCCCOc1ccc(Cc2c(O)nc(SC)[nH]c2=O)cc1	9	.
COc1cc(/C=C2\SC(=S)N(NC(C)=O)C2=O)cc(OC)c1OC	9	.

Source: PubChem
